# ABCB6 inh 2: human ABCB6 transporter inhibition; 360,000 compounds, 0.19% hits; K562-ABCB6 porphyrin accumulation, flow cytometry, 1 h; stronger effect = lower value; fluorescence ratio to DMSO, % at 10 µM; Q9NP58;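 active = fluorescence ratio to DMSO below 75%, the collection mean minus 3 SD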;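 note: signal is porphyrin accumulated inside mitochondria; 100% equals median channel fluorescence of DMSO control wells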
# PDI inh: inhibitors of human protein disulfide isomerase. P07237. PDI insulin aggregation turbidity, A650, 90 min. inhibition, % at 10 µM. 350,000 compounds, 0.052% hits. AID 588391;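 active = mean inhibition across replicates of 30% or more, whatever share of single replicates reach that level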;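 note: absorbance from insulin aggregation driven by PDI reduction with DTT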
# Target sequence (P07237 whole entry, looked up): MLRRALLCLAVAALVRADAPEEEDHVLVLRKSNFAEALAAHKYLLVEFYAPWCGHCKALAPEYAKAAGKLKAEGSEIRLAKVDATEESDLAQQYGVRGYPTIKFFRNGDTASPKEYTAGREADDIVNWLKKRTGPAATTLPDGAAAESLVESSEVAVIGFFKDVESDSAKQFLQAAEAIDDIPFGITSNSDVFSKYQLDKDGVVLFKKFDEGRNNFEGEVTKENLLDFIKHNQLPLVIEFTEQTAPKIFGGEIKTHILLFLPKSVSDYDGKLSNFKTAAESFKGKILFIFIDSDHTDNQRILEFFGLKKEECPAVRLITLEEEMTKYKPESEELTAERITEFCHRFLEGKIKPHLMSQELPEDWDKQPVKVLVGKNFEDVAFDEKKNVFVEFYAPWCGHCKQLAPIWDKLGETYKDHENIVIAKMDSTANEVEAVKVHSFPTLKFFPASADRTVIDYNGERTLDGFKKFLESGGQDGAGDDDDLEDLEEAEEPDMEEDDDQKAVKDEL
# N-glyco inh: blocks N-linked glycosylation in D54 reporter cells; reporter increase, % at 12.5 µM; AID 588692; 360,000 compounds, 0.23% hits; D54 ERlucT glycosylation luciferase reporter, 24 h; percent of 100 nM tunicamycin response;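 active = mean luciferase reporter signal, scaled so untreated is 0 and the glycosylation-blocking control 100, at or above a set limit in every replicate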;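 note: luciferase carries N-glycosylation sites so blocking glycosylation raises the light; 0% = median of neutral control wells and 100% = median of 100 nM tunicamycin wells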
# m5-HT2A agonist: mouse HTR2A agonism via beta-arrestin recruitment | CHO-K1 mHTR2A beta-arrestin complementation, luminescence; percent of 30 µM serotonin response | activation, % at 7.6 µM | 360,000 compounds, 0.66% hits | P35363;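 active = activation above a run cutoff, the mean activation of all tested compounds plus 3 SD, cut at about 14% in these data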;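 note: 0% = plate median of compound wells and 100% = 30 µM serotonin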
# aDG glyco up: alpha-DG glycosylation activation | Pro5-aDG cells, alpha-DG glycosylation AlphaScreen (IIH6); 0% Pro5, 100% B10-LARGE cell signal | activation, % at 10 µM | 360,000 compounds, 0.22% hits;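 active = activation of at least 8% versus controls, or a plate z-score of at least 8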;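 note: Pro5 are CHO cells carrying HIG-tagged alpha-DG that lacks glycosylation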
# MC4R barr agon: human MC4R agonism via beta-arrestin | P32245 | U2OS MC4R beta-arrestin complementation, luminescence; percent of melanotan II response, DMSO zero | activation, % at 8.9 µM | 360,000 compounds, 0.98% hits | AID 540308;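 active = activation above a per-plate cutoff, the mean activation of sample wells on that plate plus 3 SD, cut at about 8% in these data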
# Target sequence (P32245 whole entry, looked up): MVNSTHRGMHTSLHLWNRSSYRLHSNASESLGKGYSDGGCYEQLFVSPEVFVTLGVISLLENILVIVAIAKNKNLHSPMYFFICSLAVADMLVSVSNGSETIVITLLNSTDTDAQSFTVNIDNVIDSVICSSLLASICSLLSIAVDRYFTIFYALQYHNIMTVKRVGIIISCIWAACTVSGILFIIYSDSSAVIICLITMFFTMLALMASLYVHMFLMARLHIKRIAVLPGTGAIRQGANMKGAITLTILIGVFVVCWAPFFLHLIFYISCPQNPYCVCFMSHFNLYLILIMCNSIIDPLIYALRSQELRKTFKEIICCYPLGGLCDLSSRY
# CaV13 FRET inh: Primary screen for inhibitors of IQ motif and Ca2+-dependent inactivation inhibitor domain binding in CACNA1D, Förster resonance energy transfer in living cells, …. HEK cells, CFP/YFP FRET ICDI-IQ, plate reader, 10 min; percent FRET-ratio fall versus neutral wells. inhibition, % at 12.3 µM. 340,000 compounds, 0.098% hits. AID 743397;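 active = mean replicate inhibition of at least 30% and at least 1% of replicates passing that level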;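 note: 0% = median of the neutral control wells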
# MC4R antag cAMP: antagonists of human melanocortin 4 receptor (MC4R) | P32245 | MC4R-expressing cells, MTII-stimulated cAMP, LANCE TR-FRET | inhibition, % at 6.5 µM | 360,000 compounds, 0.48% hits | AID 540295;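 active = inhibition above its plate's cutoff, the mean of tested wells on that plate plus 3 SD, cut at about 29% in these data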;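 note: 0% = Melanotan II alone and 100% = Melanotan II plus saturating MCL0020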
#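 System: U2OS-MC4R stable cell line; Technique: Eu-cAMP/anti-cAMP TR-FRET, emission 671 nm; Repeats: single well per compound; Also added: Melanotan II; Dosing: one concentration, 6.5 µM nominal; Schedule: 30-min compound, 1-h challenge, 1-h detection, room temperature.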
# Vif inh: blocks HIV Vif function; AID 602346; 340,000 compounds, 0.35% hits; HEK293T cells, Vif self-association by quenched fluorescence, imaging, 24 h; inhibition, % at 7.49 µM; in the data active = inhibition above about 50%, passing the limit was not always enough; note: some results filed as inactive read as strong as hits
# H9c2 protect: protects H9c2 cardiomyocytes from peroxide injury; AID 588492; 360,000 compounds, 0.63% hits; protection from H2O2 cell death, % at 20 µM; H2O2 injury protection, ATPLite, 2 h;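 active = compounds giving at least 50% protection of heart cells from peroxide-induced death in the single-dose screen, raw or plate-pattern-corrected value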;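 note: 0% = DMSO wells with peroxide and 100% = DMSO wells without peroxide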
# Active calls of the source: *; nt = not tested or not shown.
SMILES,ABCB6 inh 2,PDI inh,N-glyco inh,m5-HT2A agonist,aDG glyco up,MC4R barr agon,CaV13 FRET inh,MC4R antag cAMP,Vif inh,H9c2 protect
COC(=O)c1c(NC(=O)CSc2ncn[nH]2)sc(C)c1C,101,-14,1,5,0.3,0.0,-7,11,-8,0
O=C(CCCN1C(=O)/C(=C/c2ccccc2Cl)SC1=S)NNC(=O)c1cccnc1,104,12,4,-3,-0.1,-3.1,-5,-5,10,-5
O=C(/C=C/c1c(Cl)cccc1Cl)N1CCOCC1,100,-64,0,5,0.2,3.4,8,-3,5,0
Cc1ccc(CCNC(=O)Cc2ccc(NC3=NC4CS(=O)(=O)CC4S3)cc2)cc1 (configuration not stated),93,nt,0,-1,-0.3,1.1,-6,10,0,4
CCC(=O)N1c2ccc(S(=O)(=O)CCC(=O)N3CCN(c4ccccc4F)CC3)cc2CC1C (configuration not stated),96,nt,0,1,0.0,-1.9,-9,-1,-7,-10
CCOC(=O)c1c(C)[nH]c(C(=O)CN2C(=O)NC(C)(c3ccc4ccccc4c3)C2=O)c1C (configuration not stated),105,19,-1,4,0.1,1.3,-10,8,-11,1
CC(=O)Nc1ccc(OCC(O)Cn2ccnc2)cc1 (configuration not stated),99,-11,0,-1,0.0,0.3,-7,0,0,3
CC(=O)c1c(O)cc(C)n(Nc2nc(C)cc(C)n2)c1=O,96,-2,4,-2,0.1,0.2,-4,0,-8,0
CC1CC(=O)c2cnc(NCc3ccco3)nc2C1 (configuration not stated),91,6,-1,1,0.0,-0.1,-4,10,-4,11
COc1ccc(OCC(=O)N2CCN(C(=O)c3cccc(F)c3)CC2)cc1,105,2,0,3,0.2,-1.4,nt,0,-2,12
COCCNC(=O)/C(C#N)=C/C=C/c1ccccc1,102,0,2,1,-0.1,0.5,-3,-6,-14,0
COc1ccc(OC)c(NC(=O)CCNS(=O)(=O)c2cccs2)c1,97,-2,-1,5,-0.2,0.8,-5,0,-11,2
CCCc1cc(=O)[nH]c(SCC(=O)OCc2ccccc2)n1,93,20,-1,9,0.0,-1.5,-5,2,0,-2
O=C(CN1CCN(Cc2ccc3c(c2)OCO3)CC1)Nc1cc(S(=O)(=O)N2CCCC2)ccc1Cl,103,-3,-5,0,0.4,-0.8,-7,2,-7,-7
COC(=O)c1cn(N(C)c2ncc(C(F)(F)F)cc2Cl)c(=O)c2ccccc12,98,-3,-3,6,0.0,1.1,-5,7,-12,-3
O=C(NC1CCCC1)c1ccc(COc2ccccc2Br)o1,99,-2,1,-10,-0.2,0.1,-6,2,nt,-6
CCCCc1c(O)nc2ccccn2c1=O,94,-22,5,-3,-0.1,2.1,-3,7,-6,-2
COc1ccc(C(=O)COC(=O)c2ccccn2)c(OC)c1,102,7,1,14,-0.1,-1.3,-5,-6,-4,2
CC(C)C(C)NC(=O)CN1C(=O)NC2(CCc3ccccc32)C1=O (configuration not stated),99,0,0,5,0.0,-0.1,-3,6,28,4
COc1ccc(OC)c(NC(=O)CN(Cc2ccccc2)S(C)(=O)=O)c1,99,2,0,10,-0.1,-4.1,-6,7,-2,3
Cc1onc(-c2ccccc2)c1C(=O)Nc1ccc(S(=O)(=O)N2CCCC2)cc1,96,5,-5,0,0.1,-1.0,-6,-1,6,-6
CCN(C(=O)COC(=O)c1cnccn1)c1cccc2ccccc12,96,-6,2,1,-0.1,-1.4,-5,4,-8,0
CC(Oc1ccc(Cl)cc1Cl)C(=O)NNC(=O)c1ccncc1 (configuration not stated),103,-2,1,1,-0.4,-0.4,-12,9,-1,1
COc1ccc(-c2nc3ccccc3n2Cc2ccc(C)cc2)cc1,88,-3,-5,-3,0.7,-1.9,0,2,nt,-6
Cc1c(N=C/C=C2\N(C)c3ccccc3C2(C)C)c(=O)n(-c2ccccc2)n1C,105,-1,-1,-3,0.0,0.3,-8,-5,2,2

# (more compounds)
SMILES,ABCB6 inh 2,PDI inh,N-glyco inh,m5-HT2A agonist,aDG glyco up,MC4R barr agon,CaV13 FRET inh,MC4R antag cAMP,Vif inh,H9c2 protect
O=C(CN1CCN(Cc2ccc(Cl)cc2)CC1)N1CCc2ccccc21,98,-2,-2,-16,0.0,0.1,-2,10,6,2
CCCCCOc1ccc(NS(C)(=O)=O)cc1,105,-3,-2,7,0.2,2.3,-5,9,5,-13
CCOC(=O)c1ccc(NC(=O)c2sc3nc4n(c(=O)c3c2C)CCC4)cc1,97,-2,-2,5,0.8,2.6,-7,3,-5,-7
Cc1ccc(C(=O)NCc2ccco2)cc1,101,-4,-1,-7,-0.1,-0.7,10,5,-4,-3
COc1ccc2nc(/N=C(\N)NC(=O)N3c4ccccc4Sc4ccccc43)nc(C)c2c1,96,2,-2,-7,-0.1,-1.1,-5,12,-5,4
CCN1CCN(c2ccc(S(=O)(=O)N3CCOCC3)cc2NC(=O)c2cccc([N+](=O)[O-])c2)CC1,104,2,-2,-1,-0.2,-1.1,-6,7,2,6
O=c1[nH]cnc2c([N+](=O)[O-])cccc12,113,-5,4,4,0.8,-1.6,nt,13,7,6
Cc1ccccc1CN1CCN(C(=O)[C@H]2O[C@@H](n3cnc4c(N)ncnc43)[C@H](O)[C@@H]2O)CC1,97,nt,-2,0,-0.2,nt,-4,nt,9,-2
O=c1c2ccccc2nc(/C=C/c2cccnc2)n1Cc1ccccc1,95,10,1,-3,0.9,-0.6,-5,1,-8,4
O=C(CCNC(=O)c1ccc(Cl)cc1)Nc1ccccc1N1CCCCC1,97,-2,0,-5,0.1,0.1,-6,2,7,-2
CCOC(=O)c1c(NC(=O)OC)sc(C(=O)N(CC)CC)c1C,90,-2,1,-2,0.0,1.7,-3,18,-6,-3
COc1cc(C2SCC(=O)N2CCCN(C)C)cc(OC)c1OC (configuration not stated),108,4,-1,-3,0.3,0.6,nt,1,6,6
CCCn1c(=N)n(CC(=O)c2ccc(Cl)cc2)c2ccccc21,97,-1,-5,-4,3.8*,1.8,-2,5,-8,-13
CC=C1OC(n2cnc3c(N)ncnc32)C(O)C1O (configuration not stated),95,nt,-2,-4,-0.1,nt,-9,nt,3,0
O=C(Nc1ccc(NC(=O)c2ccc([N+](=O)[O-])cc2[N+](=O)[O-])cc1)c1ccco1,101,11,-2,3,0.8,-0.6,-9,3,-6,1
CN(NS(=O)(=O)c1ccc([N+](=O)[O-])cc1)c1ccccc1,100,0,6,0,0.2,0.5,-3,-1,14,-11
CC(C)C(=O)Nc1ccc2c(c1)oc1ccccc12,91,1,-3,-4,0.4,-1.2,-3,-6,-9,-29
O=Cc1cn(-c2ccccc2)nc1-c1ccncc1,102,4,14,-3,0.9,-0.8,-2,9,-3,-4
COc1cc(NC(=O)COC(=O)c2ccccc2F)cc(OC)c1,98,-11,3,-3,-0.3,0.4,-3,4,-4,-3
O=C1Nc2cc(Cl)c(Cl)cc2N(O)N1c1ccc(Cl)cc1,97,-5,1,2,0.1,-1.6,-9,2,42,-2
O=C(CN(c1ccc(Cl)cc1)S(=O)(=O)c1ccc(Cl)c([N+](=O)[O-])c1)NCCc1ccc(F)cc1,102,7,0,1,-0.2,2.8,-6,18,7,-9
Cc1cc(/C=C2\C(=O)NN(c3ccccc3)C2=O)c(C)n1-c1ccccc1O,97,-1,-7,3,-0.1,2.1,-4,14,4,-15
CCOC(=O)Cc1nn[nH]n1,99,2,0,1,0.5,-0.3,-4,11,-2,-5
CCN(CC)c1nc(Nc2ccc(Cl)cc2)nc(OCC#N)n1,102,-2,-2,3,0.0,0.6,nt,8,10,-18
CC(=O)SCC(=O)N=c1sc2cc(F)ccc2n1C,98,-4,5,5,-0.1,-0.5,-2,-8,-1,-14

# Continued.
SMILES,ABCB6 inh 2,PDI inh,N-glyco inh,m5-HT2A agonist,aDG glyco up,MC4R barr agon,CaV13 FRET inh,MC4R antag cAMP,Vif inh,H9c2 protect
CCOC(=O)c1sc2nc(C)nc(NCc3ccc(Cl)cc3)c2c1C,93,-2,-2,2,2.2,3.9,-19,10,-12,-17
Cc1cccc(C(=O)NCC(=O)OCc2cc(=O)n3ccsc3n2)c1,103,1,-2,4,-0.1,-4.0,-6,15,-10,6
Cc1ccc(NC(=O)C2CCCN2S(=O)(=O)c2cccc3cccnc23)cc1F (configuration not stated),104,-5,0,-4,-0.1,-0.5,-4,-2,-22,0
Cc1c(C(=O)OCC(=O)N2CC(=O)Nc3ccccc32)oc2ccc(Br)cc12,102,-1,1,-1,0.1,2.7,nt,5,nt,-11
CCCc1cc(C(=O)OC)c2ccccc2n1,103,-2,1,-1,-0.2,-4.4,-7,-8,2,-10
N#Cc1ccc(OCC(=O)NCCCN2CCCC2=O)cc1,103,9,1,4,0.0,-0.6,-9,21,nt,0
O=C(Cc1c(Cl)cccc1Cl)NC1=NCCS1,97,9,-2,-8,-0.2,0.2,nt,-3,5,-4
Cc1c(C(=O)NCc2cccs2)oc2ccccc12,93,-3,-2,-7,0.1,3.7,-5,-4,-1,-8
Cc1ccnc(NC(=S)N2CCN(c3cccc(C(F)(F)F)c3)CC2)c1,93,-6,-3,4,0.1,-3.3,-7,13,-6,-6
COCCn1c(=NC(=O)C(C)(C)C)sc2cc([N+](=O)[O-])ccc21,98,0,4,3,-0.1,-0.1,-6,13,1,-7
CCOC(=O)c1cc2c(=O)n3ccccc3nc2n(CCCOC)c1=NC(C)=O,100,1,1,-4,-0.2,1.1,-1,7,-9,10

# Grouped by structure: those above with a furan ring, fused or not
SMILES,ABCB6 inh 2,PDI inh,N-glyco inh,m5-HT2A agonist,aDG glyco up,MC4R barr agon,CaV13 FRET inh,MC4R antag cAMP,Vif inh,H9c2 protect
CC1CC(=O)c2cnc(NCc3ccco3)nc2C1 (configuration not stated),91,6,-1,1,0.0,-0.1,-4,10,-4,11
O=C(NC1CCCC1)c1ccc(COc2ccccc2Br)o1,99,-2,1,-10,-0.2,0.1,-6,2,nt,-6
Cc1ccc(C(=O)NCc2ccco2)cc1,101,-4,-1,-7,-0.1,-0.7,10,5,-4,-3
O=C(Nc1ccc(NC(=O)c2ccc([N+](=O)[O-])cc2[N+](=O)[O-])cc1)c1ccco1,101,11,-2,3,0.8,-0.6,-9,3,-6,1
CC(C)C(=O)Nc1ccc2c(c1)oc1ccccc12,91,1,-3,-4,0.4,-1.2,-3,-6,-9,-29
Cc1c(C(=O)OCC(=O)N2CC(=O)Nc3ccccc32)oc2ccc(Br)cc12,102,-1,1,-1,0.1,2.7,nt,5,nt,-11
Cc1c(C(=O)NCc2cccs2)oc2ccccc12,93,-3,-2,-7,0.1,3.7,-5,-4,-1,-8
